Tau fibril FP = tau fibrillization inhibition (FP) | K18 P301L tau heparin fibrillization, Alexa594 FP, 6 h | 280,000 tested, 0.39% active | Potency, µM (titrated, usually from 57.7 µM), without a hit: top-dose activity, negative = inhibition, hits mostly inhibitors; further: nearly all actives have a fitted effect of over 55% in size
Target sequence (P10636 561-689 P618L limits assumed): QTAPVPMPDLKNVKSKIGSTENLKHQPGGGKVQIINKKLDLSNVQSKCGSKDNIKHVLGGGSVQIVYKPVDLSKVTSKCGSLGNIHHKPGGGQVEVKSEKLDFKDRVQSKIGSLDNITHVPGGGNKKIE
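Human tau K18 […] P301L fragment, 15 uM unlabeled plus 0.24 uM Alexa 594-labeled tau (final), with compound and 20 uM heparin in 100 mM sodium acetate pH 7; 6 hr at 37 C, then Alexa 594 FP read.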
Tau fibril ThT = tau fibrillization inhibition (ThT binding) | recombinant tau K18 P301L, heparin-induced fibrillization, ThT fluorescence | Potency, µM (titrated, usually from 57.4 µM), without a hit: at the top dose activity, negative = inhibition, usual class: inhibitors | 270,000 tested, 2.1% active; further: nearly all actives have a fitted effect of over 55% in size
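Heparin-induced fibrillization of the P301L-mutant K18 repeat-domain fragment of human tau was followed by ThT binding in quantitative high-throughput format.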
Tau fluor counter = counter-screen for tau fibril formation inhibitors. tau K18 P301L Alexa594 fluorescence, heparin fibrillization. Potency, µM (series often up to 57.7 µM), without a hit: at the top dose activity change, negative = decrease. 280,000 tested, 0.93% active. AID 1463; further: nearly all actives have a fitted effect of over 55% in size
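Human tau K18 P301L (15 uM unlabeled, 0.24 uM Alexa 594-labeled) in 100 mM sodium acetate pH 7 with 20 uM heparin, 6 hr at 37 C. ThT 30 uM added, 1 hr ambient; Alexa 594 FP and total fluorescence read at 555/632 nm.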
Starred values were filed as active, the others as inactive; ? = inconclusive; [ ] = remark or other dose. The call rests on the fitted dose curve; in most records, active means well fitted curve in the direction sought with a large enough effect; inconclusive means small, poorly fitted or top-dose-only effect, or another doubt; inactive means no such curve, though single readings can be large; an effect the other way counts as inactive or inconclusive. On the % scale 0 is the no-effect control and ±100 the full control effect; potency means the concentration at half of the fitted maximal effect. The list is partial; the hit share may differ from the screen's.

structure | Tau fluor counter | Tau fibril FP | Tau fibril ThT
O=C(C1CCC(Cn2c(=O)c3sccc3n(Cc3ccccc3F)c2=O)CC1)N1CCOCC1 (stereo not drawn) | 0% | -5% | 2%
CCOC(=O)c1ccc(Nc2ncnc3c2cnn3-c2cccc(Cl)c2)cc1 | -23% | ? | ?
Cc1ccc(C(=O)NCC(c2cccs2)S(=O)(=O)c2cccs2)cc1C (stereo not drawn) | -25% | -9% | -11%
Cc1cccc(CNC(=O)c2cnc3sc(N4CCOCC4)nn3c2=O)c1 | -3% | -2% | -1%
COc1ccc(CNC(=O)CCCc2cn(C)c3ccccc23)c(OC)c1 | -12% | 14% | -3%
COc1cccc(NC(=O)Cn2cc(S(=O)(=O)N3CCCC3)c(S(=O)(=O)N3CCCC3)c2)c1 | -23% | -9% | -3%
Cc1ccc(CNC(=O)C(C)n2c(=O)cc(C(F)(F)F)c3c(C)nn(C)c32)cc1 (stereo not drawn) | -5% | 2% | -1%
O=C(Nc1ccc(C(=O)OCc2cc(=O)n3c4c(sc3n2)CCCC4)cc1)c1ccc(Cl)cc1 | -16% | -5% | 4%
CC(=O)c1ccc(NC(=O)c2ccc(CN3C(=O)CCn4nc(C)cc43)cc2)cc1 | -10% | -5% | -4%
Cc1ccc(Cl)cc1N1CCN(c2ncnc3onc(-c4ccc(F)cc4)c23)CC1 | -10% | -7% | 1%
O=C(NCc1cccc(F)c1)c1cccc(NC(=O)c2nsc3ccccc23)c1 | ? | ? | 8%
CCc1ccc(NC(=O)c2cnn(-c3c(C)cccc3C)c2C2CCNCC2)cc1 | -7% | -6% | -4%
O=C(NCC(c1ccc2c(c1)OCO2)N1CCN(c2ccccc2)CC1)C(=O)Nc1cccc(F)c1 (stereo not drawn) | ? | 4% | -7%
Cc1ccccc1NC(=O)Cn1cc(S(=O)(=O)N2CCCC2)c(S(=O)(=O)N2CCCC2)c1 | -15% | -7% | -5%
CC1CCC(NC(=O)c2ccc3c(c2)N(Cc2cccc(Cl)c2)C(=O)c2ccccc2S3(=O)=O)CC1 (stereo not drawn) | 7% | -14% | 10%
Cc1ccc(CNC(=O)c2c3c(nc4ccccc24)C(=O)N(C2CCCCC2)C3)cc1 | -5% | -6% | -15%
COc1cc(OC)c(NC(=O)CN2C(=O)CCn3nc(-c4cccn4C)cc32)cc1Cl | -12% | -4% | -12%
CCOC(=O)c1c(C)oc2nc(C)nc(N3CCN(c4ccc(OC)cc4)CC3)c12 | -25% | ? | ?
CCc1ccccc1NC(=O)CN1C(=O)COc2ccc(S(=O)(=O)Nc3ccccc3)cc21 | -27% | 0% | 2%
COc1ccccc1NC(=O)C1CCCN(c2nnc(C)c3c(C)n(-c4ccccc4)nc23)C1 (stereo not drawn) | 3% | 6% | -10%
COc1cccc(CNC(=O)c2sc3nc[nH]c(=O)c3c2C)c1 | 13% | 7% | 8%
Cc1c(C(=O)N2CCC(C(=O)Nc3ccc(F)cc3)CC2)sc2nc[nH]c(=O)c12 | 6% | 7% | 10%
Cc1ccccc1-n1c(SCc2ccc(Cl)cc2)nc2[nH]ncc2c1=O | -28% | -6% | 1%
CCOc1ccc(C(c2c(O)cc(C)n(CCOC)c2=O)N2CCC(C)CC2)cc1 (stereo not drawn) | 0% | -3% | ?
Cc1c(-c2nsc(NC(=O)c3cccc(Cl)c3)n2)nnn1-c1ccccc1C(F)(F)F | ? | ? | 10%
Cc1cccc2c(=O)cc(CSCC(=O)Nc3ccc(Cl)cc3)[nH]c12 | -5% | -5% | 2%
O=C(Cn1cnc(S(=O)(=O)N2CCCC2)c1)Nc1cccc(Br)c1 | -8% | -5% | -2%
Cc1c(Cl)ccc2sc(N3CCN(C(=O)C(C)C)CC3)nc12 | -19% | -7% | ?
COc1ccc(NC(=O)CC2C(=O)N(c3cccc(C)c3)C(=O)N2Cc2cccnc2)cc1 (stereo not drawn) | -1% | 0% | 4%
COc1cccc(NS(=O)(=O)c2ccc(-c3cc(C)no3)s2)c1 | -12% | ? | 10%
CC(C)(C)c1ccc(C(=O)NCC(c2cccs2)S(=O)(=O)c2ccccc2)cc1 (stereo not drawn) | -17% | ? | -10%
O=C(CN1CCCN(Cc2ccc(Cl)cc2)S1(=O)=O)Nc1ccccc1F | -13% | 1% | 3%
O=C(NCCc1ccccc1)c1ccc2c(c1)N(Cc1ccc(F)cc1)C(=O)c1ccccc1S2 | -18% | ? | -3%
Cc1nn(-c2ccc(N3CCCC3)nn2)c(C)c1CCC(=O)Nc1ccc(F)c(Cl)c1 | -11% | 2% | -20%
Cc1ccc(-n2ncc3c(NCCC4=CCCCC4)ncnc32)cc1C | -11% | ? | -4%
O=C(CNC(=O)c1ccc(Cl)cc1)OCc1cc(=O)n2nc(C3CC3)sc2n1 | -4% | -4% | -17%
CCOCCc1nn2c(=O)cc(COC(=O)c3ccc(NC(=O)c4ccc(F)cc4)cc3)nc2s1 | 12% | 3% | 13%
CC(C)c1ccc(S(=O)(=O)N2CCC(N3CCN(Cc4ccccc4)C(=O)C3=O)CC2)cc1 | -6% | 1% | -8%
COc1cc(NC(=O)CCn2nc(C)c(S(=O)(=O)N3CCCCC3)c2C)cc(OC)c1OC | -8% | 10% | 0%
COc1cccc(C2CC(=O)Nc3c2c(=O)nc2c(C)cccn32)c1OC (stereo not drawn) | 15% | 8% | 12%
Cc1c(Cl)cccc1NC(=O)c1cnc2sc(N3CCCC3)nn2c1=O | 2% | 3% | 0%
COc1ccc(N2CC(NC(=O)c3cccs3)CC2=O)cc1OC (stereo not drawn) | -1% | -3% | -6%
COc1cn(CC(=O)Nc2ccc(F)cc2)c(CN2CCCCC2)cc1=O | 2% | 2% | 5%
Cc1ccc(NC(=O)CSc2nc(=O)n(CCN3CCOCC3)c3c2CCC3)c(C)c1 | 1% | -2% | -4%
COc1ccc(-c2nnc(SCC(=O)NCc3ccccc3)nc2-c2ccc(OC)c(OC)c2)cc1OC | 6% | 3% | -1%
CCC(=O)C1=C(c2ccccc2)N(C(=O)CC)n2c(nnc2C2CCCCC2)S1 | -6% | -13% | -10%
CCCCOc1ccc(-c2nonc2NC(=O)c2ccco2)cc1 | -23% | -7% | -10%
Cc1ccc(S(=O)(=O)C(CNS(=O)(=O)c2ccc(F)c(C(F)(F)F)c2)c2ccco2)cc1 (stereo not drawn) | ? | -1% | -8%
COc1ccc(-c2nc3sc(CCNC(=O)C(=O)Nc4ccc(OC)c(OC)c4)c(C)n3n2)cc1 | -11% | -4% | ?
CCOc1ccc(CN2C(=O)c3ccccc3Sc3ccc(C(=O)O)cc32)cc1 | 6% | 0% | 3%

(list continues)
structure | Tau fluor counter | Tau fibril FP | Tau fibril ThT
COc1ccc(NC(=O)c2cc(C(C)=O)n3ccccc23)cc1Cl | 28µM*[quencher] | ? | -13%
CN(C)c1ccc(C(CNS(=O)(=O)c2ccc(F)cc2)N2CCc3ccccc32)cc1 (stereo not drawn) | ? | -4% | ?
NC(=O)c1nc(Nc2ccccc2)sc1NC(=O)c1ccccc1Br | ? | ? | ?
NC(=O)CSc1ncc2c(n1)-c1ccccc1N(Cc1ccc(F)cc1)S2(=O)=O | -13% | -6% | 4%
COc1ccc2oc(=O)c(-c3nc4ccc(C)cc4[nH]3)cc2c1 | -17% | -8% | 8%
Cc1nn(C)c(C)c1CCNC(=O)Nc1cccc(Cl)c1C | 4% | 3% | 0%
Cc1ccc(OCC(=O)OCc2cc(=O)n3ccsc3n2)cc1C | 7% | 3% | 3%
Cc1cccc(-n2c(=O)c3c(c4cc(C)ccc4n3C)n(CC(=O)N3CCCC3)c2=O)c1 | 2% | 4% | 5%
CNC(=O)CCCN1C(=O)CCn2nc(-c3cn(C)c4ccccc34)cc21 | -1% | -4% | -1%
CC(CCc1ccccc1)NC(=O)Cn1c(=O)nc(-c2ccccc2F)c2cc(Cl)ccc21 (stereo not drawn) | -23% | -9% | ?
CCC(=O)Nc1cc(-c2cccc(C)c2)nn1-c1ccccc1 | -4% | -13% | 3%
O=C(CCc1ccccc1)N(Cc1cccnc1)c1nc2c(F)cccc2s1 | -16% | 5% | -11%
CC1CCN(S(=O)(=O)c2ccc3c(c2)N(CC(=O)NCCCN2CCCCC2C)C(=O)CS3)CC1 (stereo not drawn) | -4% | 0% | 4%
COc1cccc(N2CCN(C(=O)C3CCN(S(=O)(=O)c4cn(C)cn4)CC3)CC2)c1 | -1% | 1% | -3%
CCOc1ccc(NC(=O)c2cc(S(=O)(=O)NC3CCCCCC3)ccc2F)cc1 | -28% | 2% | -4%
COC(=O)c1nc2n(n1)C(c1cc(OC)ccc1OC)C=C(c1ccc(Br)cc1)N2 (stereo not drawn) | -9% | 9% | -3%
COc1ccc(CNC(=O)CN2CCSc3ccccc32)c(OC)c1 | -6% | 11% | 1%
CCOc1ccc(S(=O)(=O)Nc2cccc(-c3ccc(N4CCC(C)CC4)nn3)c2)cc1 | -17% | -1% | 8%
O=C(c1cnc(N2CCCCC2)c2ccccc12)N1CCN(c2ccc(F)cc2)CC1 | -15% | 5% | ?
CC(C)Cc1nn2c(=O)cc(COC(=O)c3cccc(NC(=O)CCc4ccccc4)c3)nc2s1 | -15% | 6% | 0%
CCC(CC)C(=O)N1CCc2cc(OC)c(OC)cc2C1COc1ccc(F)cc1 (stereo not drawn) | 3% | 4% | -3%
CCc1ccc(CNC(=O)CCSCc2ccccc2F)cc1 | -8% | 12% | 1%
Cc1ccc(NC(=O)C2CCCN(S(=O)(=O)c3cccc4cccnc34)C2)c(Br)c1 (stereo not drawn) | -13% | 2% | -10%
CCCCN(CC)c1nc(-c2ccccc2F)nc2ccccc12 | -10% | -2% | -12%
Cc1oc(-c2ccccc2Cl)nc1CS(=O)CC(=O)N1CCN(c2cccc(C(F)(F)F)c2)CC1 (stereo not drawn) | 2% | 13% | ?
Cc1ccc(CNC(=O)CN2CCCN(Cc3ccc(F)cc3)S2(=O)=O)cc1 | -4% | 5% | 3%
CCOc1ccc(CNC(=O)c2ccc3c(c2)c(C)c(C)n3C)cc1 | ? | ? | ?
COc1ccc(NC(=O)c2cnc(N3CCOCC3)c3ccccc23)cc1OC | -25% | -5% | ?
COc1ccc(CNC(=O)C(CCSC)NS(=O)(=O)c2ccc3c(c2)oc(=O)n3C)cc1 (stereo not drawn) | 10% | -4% | 7%
COc1ccc(NCc2cc3cc4c(cc3n(CC(=O)Nc3ccc(C)cc3)c2=O)OCO4)cc1 | 22µM*[quencher] | ? | -22%
CC1CCN(c2nnc(-n3cccc3CNc3cccc(F)c3)s2)CC1 | ? | 10% | ?
CCCCN(CCCC)C(=O)c1c[nH]c2ccc(S(=O)(=O)Nc3cccc(Cl)c3C)cc2c1=O | ? | -9% | -10%
Cc1ccc(/C=C/c2onc(C)c2S(=O)(=O)N2CCC(C(=O)NCc3ccc(Cl)cc3)CC2)cc1 | -15% | -15% | 7%
CCOC(=O)C1CCC(CN(Cc2cccc(Br)c2)S(=O)(=O)c2ccc(C)cc2)CC1 (stereo not drawn) | -5% | -8% | 1%
COc1ccc(-c2nnc(SCC(=O)c3ccc(NC(C)=O)cc3)o2)cc1OC | 4% | 2% | ?
CCCCc1nn2c(=O)cc(COC(=O)c3ccco3)nc2s1 | -10% | -4% | ?
O=S(=O)(Nc1cccc(-c2ccc(N3CCCC3)nn2)c1)c1ccc(F)c(C(F)(F)F)c1 | -19% | 11% | -3%
Cc1ccc(NC(=O)CSc2nc3ccccc3nc2Cc2ccccc2)c(C)c1 | -18% | -5% | -12%
CCCCCCNC(=O)c1c[nH]c2ccc(S(=O)(=O)N(C)c3ccc(C(C)C)cc3)cc2c1=O | -27% | ? | 12%
Cc1cccc(-c2nc3scc(CCNS(=O)(=O)c4ccc(F)c(C(F)(F)F)c4)n3n2)c1 | -13% | ? | 9%
Cc1ccccc1C(=O)Nc1cccc(-c2cn3cccnc3n2)c1 | -14% | -5% | -10%

Screening results: PubChem, National Center for Advancing Translational Sciences (NCATS)
